# Compound activity: PubChem BioAssay, several laboratories
# E-sel TNF inh – blocks E-selectin expression induced by TNF alpha. HUVEC TNFa-induced E-selectin immunofluorescence, high content. inhibition, % at 2 µM. 120,000 compounds, 0.71% hits. AID 1246;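 active = inhibition above the batch mean plus 3 SD, and confirmed as a hit on visual image review, cut at about 43% in these data; inconclusive = passes the inhibition cutoff but fails visual image review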;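 also: 0% = TNF-stimulated DMSO wells and 100% = unstimulated control wells; not every result past the cut was called active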
# GALR2 antag – GALR2 (human) receptor antagonism | inhibition, % at 4 µM | AID 828 | GALR2-expressing cells, antagonist mode | 140,000 compounds, 0.39% hits; in the data active = inhibition above about 27%;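 also: cells stimulated with galanin 1-16 at roughly its EC80; 0% = agonist challenge control and 100% = basal control without agonist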
# Target sequence (O43603 whole entry, looked up): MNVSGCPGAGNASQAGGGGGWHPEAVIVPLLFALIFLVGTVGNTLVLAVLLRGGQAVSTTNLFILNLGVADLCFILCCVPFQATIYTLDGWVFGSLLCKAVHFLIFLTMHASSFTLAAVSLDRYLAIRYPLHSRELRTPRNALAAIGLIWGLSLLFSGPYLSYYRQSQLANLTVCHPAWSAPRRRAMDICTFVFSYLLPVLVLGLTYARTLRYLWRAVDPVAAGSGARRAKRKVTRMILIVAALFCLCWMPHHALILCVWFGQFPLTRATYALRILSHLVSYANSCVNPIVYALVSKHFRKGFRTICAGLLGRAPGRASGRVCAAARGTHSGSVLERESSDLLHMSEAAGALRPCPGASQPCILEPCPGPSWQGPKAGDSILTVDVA
# MRP1 act – MRP-1 activation; H69AR cells + doxorubicin, viability rescue, CellTiter-Glo; viability increase, % at 10 µM; 140,000 compounds, 0.61% hits;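 active = viability gain under doxorubicin at or above a set limit, the compound median plus 3 SD, cut at about 4.7% in these data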;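 also: MRP-1 overexpressing cells given doxorubicin 25 µM after compound pretreatment; 18-22 h compound pretreatment then 72 h with doxorubicin before readout; 0% = doxorubicin-only wells and 100% = vehicle-treated cells without doxorubicin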
# Phagocytosis inh – macrophage phagocytosis inhibition | 110,000 compounds, 0.07% hits | inhibition, % at 5 µM | AID 1029 | J774A.1 macrophage IgG-bead phagocytosis, imaging;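 active = inhibition above the mean of the plate negative controls plus 5 SD, cut at about 13% in these data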;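 also: phagocytic index as fraction of beads internalized from green versus red external bead signal; plate controls were DMSO negative control for no effect and cytochalasin-D positive control for full effect; some results beyond the cut were filed as inactive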
# Measles CPE – protection of cells from measles virus | Measles virus-infected cells, CPE protection, absorbance | protection (pct of control), % at 4 µM | 140,000 compounds, 1.5% hits | AID 841; in the data active = protection mostly above about 24%, no sharp cut-off; inactive = mostly below about 26%; also: some compounds called inactive have numbers as strong as hits
# BB579 growth dn – reduces growth of yeast BB579 in restrictive medium | S. cerevisiae BB579 growth, OD615, 48 h | inhibition, % at 10 µM | 140,000 compounds, 0.51% hits;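 active = inhibition above a set limit, 3 SD over the mean compound inhibition, cut at about 44% in these data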; also: inactives centre near -24
#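 System: DeaD yeast strain BB579; buffer or medium: CSMM-D dextrose restrictive medium; technique: OD at 615 nm; schedule: 4 h cell preincubation, 48 h compound exposure, 30 °C humidified; doses: single 10 µM dose; controls: amphotericin B 10 µg/mL, positive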
# Yeast lifespan up – yeast lifespan extension | S. cerevisiae growth with nicotinamide, OD615; deaD strain in restrictive glucose medium | inhibition of the nicotinamide effect, % at 10 µM | 130,000 compounds, 0.68% hits | AID 775;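 active = inhibition above a set limit, placed 3 SD over the median of all compounds, cut at about 26% in these data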;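 also: 0% = nicotinamide-treated wells and 100% = cells grown without nicotinamide; some compounds called inactive have numbers as strong as hits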
#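 Test system – modified budding yeast, DeaD strain · Compound – single dose 10 µM compound, 0.25% DMSO · Times – culture preincubation 4 h, compound exposure 48 h, both 30 °C · Detection – optical density (absorbance) at 615 nm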
# bCat KO growth – beta-catenin-lacking colon tumor cell growth suppression; viability, % at 10 µM; 140,000 compounds, 1.5% hits; AID 818; HCT116 beta-catenin knockout viability, CellTiter-Glo, 60 h; stronger effect = lower value;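 active = viability at or under a set limit, the compound median less 4 SD, cut at about 6% in these data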;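 also: 0% = Hyamine 1622 control at 20 µM and 100% = untreated cell control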
# HCT116 PTEN-null – suppresses growth of cells with PTEN deletion. HCT116 PTEN-null viability, CellTiter-Glo, 60 h; stronger effect = lower value. viability, % at 10 µM. 140,000 compounds, 1.2% hits;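 active = viability at or below a set limit, 4 SD under the median of all tested compounds, cut at about 3.7% in these data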;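 also: PTEN knockout HCT116 line with beta catenin targeted HCT116 as companion control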
# NPY-Y2 antag – blocks the human neuropeptide Y Y2 receptor; NPY-Y2 expressing cells, antagonist mode; inhibition, % at 2.7 µM; 140,000 compounds, 0.99% hits; AID 793; in the data active = inhibition above about 17%;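 also: 0% = vehicle with agonist challenge and 100% = reference antagonist with challenge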
# Target sequence (P49146 whole entry, looked up): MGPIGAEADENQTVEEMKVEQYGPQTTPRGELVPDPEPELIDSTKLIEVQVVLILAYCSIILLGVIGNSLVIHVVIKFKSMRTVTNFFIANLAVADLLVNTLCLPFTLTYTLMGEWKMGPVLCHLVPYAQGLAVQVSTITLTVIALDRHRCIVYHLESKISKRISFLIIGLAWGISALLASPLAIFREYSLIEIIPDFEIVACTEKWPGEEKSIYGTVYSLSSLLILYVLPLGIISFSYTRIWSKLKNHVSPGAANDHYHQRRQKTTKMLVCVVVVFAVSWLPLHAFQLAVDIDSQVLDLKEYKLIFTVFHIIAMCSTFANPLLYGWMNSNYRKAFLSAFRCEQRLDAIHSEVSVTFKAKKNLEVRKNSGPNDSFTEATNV
# An asterisk follows results filed as active; ? = inconclusive; nt = no result given.
structure	E-sel TNF inh	GALR2 antag	MRP1 act	Phagocytosis inh	Measles CPE	BB579 growth dn	Yeast lifespan up	bCat KO growth	HCT116 PTEN-null	NPY-Y2 antag
Cn1nc(C(F)(F)F)c(C(=O)Nc2cccc(Cl)c2)c1Cl	nt	-3	-0.3	nt	22	-45	-15	83	87	0
C=CCn1c(O)c(C(CC)=NCc2cccnc2)c(=O)[nH]c1=O	nt	2	-2.0	-1	16	-6	nt	87	91	1
Cc1ccc2c(c1)c(CC(=O)Nc1ccc(F)cc1)c(C(=O)O)n2C	-53	14	0.1	0	14	-26	-7	101	101	5
Cc1noc(C)c1C(=O)N1CCN(C(=O)c2sc3cc(Cl)ccc3c2Cl)CC1	4	7	-0.7	nt	6	-18	-16	81	75	1
O=C(Nc1ncc2c(n1)-c1ccccc1OC2)c1ccc(Cl)cc1	-11	-3	-0.3	nt	9	-60	-19	78	74	6
O=C(NNC(=O)C1CCN(Cc2cccc(F)c2)CC1)c1cccc(Cl)c1	13	-3	-0.5	0	39	-55	-4	98	98	0
CCOc1ccc(S(=O)(=O)N2CCc3cc(OC)c(OC)cc3C2)cc1	1	7	-1.1	-2	15	-50	9	90	97	3
COc1ccc2c(c1)cc1n2CCN=C1NN	16	-11	-1.2	0	25*	24	-6	89	102	5
O=C(NCc1ccccc1)c1ccc(COCC(F)(F)F)o1	16	-10	0.3	-1	18	-48	-5	102	108	8
Cc1cc(/C=N\NC(=O)CC(=O)NC2CCCCC2)c(C)n1-c1ccc(Cl)cc1	24	0	-1.2	0	14	-34	-8	102	88	4
COc1ccccc1NC(=O)c1nnn(Cc2ccccc2)c1NC(=O)C(F)(F)F	-20	10	1.0	2	4	-41	-3	97	107	2
Cc1ccc(Cl)cc1N1CCN(C(=O)COc2ccc3c(c2)CCC3)CC1	nt	-16	1.0	-13	5	0	-3	93	84	7
Cc1cc(C)n(-c2cc(N3CCN(S(=O)(=O)c4ccc(Cl)cc4)CC3)ccc2[N+](=O)[O-])n1	nt	11	-2.7	-3	15	-35	-3	78	81	5
CCOC(=O)c1ccccc1NC(=O)Cn1cnc2c(oc3ccccc32)c1=O	10	-4	-1.0	0	8	-36	-2	94	89	3
CNC(=O)c1nnn(Cc2ccccc2)c1NC(=O)C(F)(F)F	nt	2	-0.1	nt	4	-32	0	89	94	2

# Some of these compounds in order of the Phagocytosis inh value, descending.
compound	E-sel TNF inh	GALR2 antag	Phagocytosis inh	Measles CPE	BB579 growth dn	Yeast lifespan up	NPY-Y2 antag
Cc1cc(/C=N\NC(=O)CC(=O)NC2CCCCC2)c(C)n1-c1ccc(Cl)cc1	24	0	0	14	-34	-8	4
O=C(NCc1ccccc1)c1ccc(COCC(F)(F)F)o1	16	-10	-1	18	-48	-5	8
CCOc1ccc(S(=O)(=O)N2CCc3cc(OC)c(OC)cc3C2)cc1	1	7	-2	15	-50	9	3
Cc1cc(C)n(-c2cc(N3CCN(S(=O)(=O)c4ccc(Cl)cc4)CC3)ccc2[N+](=O)[O-])n1	nt	11	-3	15	-35	-3	5
Cc1ccc(Cl)cc1N1CCN(C(=O)COc2ccc3c(c2)CCC3)CC1	nt	-16	-13	5	0	-3	7

# Next part:
structure	E-sel TNF inh	GALR2 antag	MRP1 act	Phagocytosis inh	Measles CPE	BB579 growth dn	Yeast lifespan up	bCat KO growth	HCT116 PTEN-null	NPY-Y2 antag
CCOc1ccc(-n2c(-c3ccc(OC)cc3)c[n+]3c2CCCCC3)cc1	-25	1	-0.1	9	3	-27	22	9	11	12
Cc1ccc(Cn2nnnc2CN2CCC(O)(c3ccccc3F)CC2)cc1	-9	16	-2.8	nt	10	-29	1	96	90	1
O=C(Nc1ccc(CN2CCOCC2)cc1)c1ccc(-c2cc(Cl)ccc2Cl)o1	-15	-9	-5.8	0	14	-2	-15	27	30	12
Cc1ccc(S(=O)(=O)N2CCN(Cc3nc4sc5c(c4c(=O)[nH]3)CCCC5)CC2)cc1	nt	3	-0.6	nt	5	-36	3	77	77	4
Cc1c(NC(=O)CCC(=O)N2CCCCC2)c(=O)n(-c2ccccc2)n1C	nt	-1	-3.2	2	4	5	-20	84	95	2
Cn1c(SCC(=O)Nc2ccc(N3CCOCC3)c(Cl)c2)nnc1C(O)c1ccccc1 (centres undefined)	30	-3	-0.8	-2	3	-40	-7	94	91	2
CC(Oc1ccc(Cl)cc1Cl)C(=O)N(Cc1ccco1)C1CCS(=O)(=O)C1 (centres undefined)	?	5	-1.1	0	10	-18	2	94	87	-2
Cn1c(=O)[nH]c(=O)c2c1nc(N1CCCCC1)n2CCCSc1nc2ccccc2s1	5	-8	-1.4	nt	3	-26	-6	55	59	5
COc1ccccc1C(=O)NC(C)C(c1cccs1)N1CCN(C)CC1 (centres undefined)	-30	-4	-0.6	nt	12	-36	nt	97	94	3
Fc1ccc(-c2nnc(NC3=NCCCCC3)o2)cc1	nt	5	3.3	-1	13	-16	-13	68	66	4
O=c1ccc(S(=O)(=O)N2CCC(Cc3ccccc3)CC2)c[nH]1	-6	-8	-0.7	-2	5	-34	-6	102	110	3
Cc1ccc(NCC(=O)Nc2cccc(S(=O)(=O)N(C)C)c2)c(Cl)c1	29	6	-0.8	-8	3	-1	-1	92	85	0
CCN=C1SC(CC(=O)NC(C)C)C(=O)N1CC (centres undefined)	-79	8	0.0	nt	5	-38	2	100	118	3
O=C(Nc1ccccc1Cl)c1cccc(COc2cc(Cl)ccc2Cl)c1	-2	6	-4.1	-2	6	-43	-3	25	30	3
CN1CCN(C(=O)c2cccc(COc3cc(Cl)ccc3Cl)c2)CC1	-34	13	-4.3	nt	8	-9	nt	75	92	2
C/C(=N\NC(=O)c1csc(C)c1C)c1ccc(C)s1	3	1	0.6	-3	20	-24	3	99	101	3
COC(=O)c1cccc(NC(=O)CSc2nnnn2C)c1	14	2	-2.6	0	4	-27	-19	91	93	3
O=C(CCl)Nc1ccc(Oc2cnc3ccccc3n2)cc1	12	-10	-6.6	3	18	-34	-19	11	8	2
CN(Cc1cccs1)C(=O)COc1cccc(-n2cnnn2)c1	nt	5	0.1	1	12	-42	-8	98	104	-1
O=C(c1ccccc1)c1nnc(-c2ccncc2)o1	15	-4	0.8	-1	2	-53	-29	89	89	-1
COc1ccc(/C=C/C2=NC(=C\N(C)C)/C(=O)O2)cc1	12	-4	-0.8	0	4	-14	-21	107	90	1
O=C(Nc1cccc(C(F)(F)F)c1)c1ccc2nc(N3C(=O)CCC3=O)sc2c1	31	-7	-2.2	nt	22	-22	-24	93	76	-3
O=C(NC1CCCCC1)C1CCN(c2nccs2)CC1	nt	-1	-0.3	0	16	-65	-11	99	100	-1
O=C(NNC(=O)C1C2CCC(C2)C1C(=O)O)c1ccc(Br)o1 (centres undefined)	8	8	-1.0	-4	15	-28	7	106	99	0
CCOC(=O)c1sc2nc(CC(=O)OC)nc(N3CCN(c4ccccn4)CC3)c2c1C	-23	-14	2.8	-3	nt	-72	-11	94	78	2
COc1ccc(CCNC(=O)CSc2nc(N)c3c(C)c(C)oc3n2)cc1OC	-19	1	-2.0	10	3	2	-7	92	101	2
CCOC(=O)c1c(NC(=O)c2nn(CC)cc2Br)c(C#N)cn1-c1ccccc1	-7	-1	-0.9	0	14	-46	4	67	72	5
COc1ccc2nc(NC3=NC(c4ccccc4)CC(=O)N3)nc(C)c2c1 (centres undefined)	7	-6	-3.7	-6	16	-11	2	72	76	7
COc1ccc2[nH]c(=O)c(CN(C(=O)c3ccncc3)C(C)(C)C)cc2c1	nt	-1	-1.8	1	6	-33	-8	94	91	4
Cc1cc(C)n2nc(-c3sccc3-n3c(C)ccc3C)cc2n1	-2	-2	-5.5	-2	4	-21	-4	57	49	6

# Following part:
# The line under a structure holds: E-sel TNF inh	GALR2 antag	MRP1 act	Phagocytosis inh	Measles CPE	BB579 growth dn	Yeast lifespan up	bCat KO growth	HCT116 PTEN-null	NPY-Y2 antag
> CCCC(=O)C1=C(O)C(C(=O)OC)C(C)(C)CC1=Nc1ccc(N)cc1 (centres undefined)
 : 59*	1	-4.6	-3	0	-7	-1	89	87	1
> Nc1ccccc1Nc1cc(-c2ccccc2)nn1-c1cccc(Cl)c1
 : nt	-9	2.4	nt	32	-28	-8	61	46	-4
> COc1ccccc1Nc1nc(N)nc(CSc2nncn2C)n1
 : 2	-7	-0.3	-2	8	-49	-6	91	107	2
> O=C(c1ccccc1)c1cccc(NC(=O)c2ccco2)c1
 : 27	-2	-1.3	0	7	-43	-19	79	71	3
> CC(C)[C@H](NC(=O)c1ccccc1)C(=O)OCc1nc2scc(-c3ccccc3)c2c(=O)[nH]1
 : nt	-12	0.2	-13	5	-54	0	90	77	3
> O=C(/C=C/c1ccccc1)NC1CCSC1=O (centres undefined)
 : nt	8	3.0	nt	3	-20	0	90	91	3
> COc1ccc2nc(C)cc(N3CCOCC3)c2c1
 : -14	-1	-1.8	0	4	-20	3	92	99	2
> CS(=O)(=O)Nn1cnc2ccccc2c1=O
 : -1	-1	-0.8	0	9	-26	-1	98	101	0
> Clc1ccc(COn2c(-c3ccc(Cl)cc3)nc3ccccc32)cc1
 : -2	-10	-1.2	2	4	-48	-19	55	61	61*
> CCOC(=O)c1sc(NC(=O)CCN2CCOCC2)c(C(=O)OCC)c1C
 : nt	-7	-4.5	-1	11	-25	-3	78	96	-1
> COc1ccc2ccc(Oc3ncccn3)cc2c1
 : -31	-15	-0.6	-2	2	-42	-12	103	96	0
> O=C(NCc1ccc(F)cc1)c1c(O)c2cccc3c2n(c1=O)CCC3
 : -20	7	-3.8	0	17	0	7	86	96	5
> CC1CCCCN1S(=O)(=O)c1cccc2cccnc12 (centres undefined)
 : nt	-1	-3.7	0	2	-15	-6	88	95	5

# 3 compounds from above, ordered by molecular weight, ascending:
# The line under a structure holds: E-sel TNF inh	GALR2 antag	MRP1 act	Phagocytosis inh	Measles CPE	BB579 growth dn	Yeast lifespan up	bCat KO growth	HCT116 PTEN-null	NPY-Y2 antag
> COc1ccc2nc(NC3=NC(c4ccccc4)CC(=O)N3)nc(C)c2c1 (centres undefined)
 : 7	-6	-3.7	-6	16	-11	2	72	76	7
> COc1ccccc1C(=O)NC(C)C(c1cccs1)N1CCN(C)CC1 (centres undefined)
 : -30	-4	-0.6	nt	12	-36	nt	97	94	3
> CC(C)[C@H](NC(=O)c1ccccc1)C(=O)OCc1nc2scc(-c3ccccc3)c2c(=O)[nH]1
 : nt	-12	0.2	-13	5	-54	0	90	77	3
